Screening data (PubChem)
NCOA2 inhibitor: inhibits human steroid receptor coactivator 2 | Q15596 | HEK293 GAL4-SRC2 luciferase reporter, luminescence | inhibition, % at 9 µM | 0.17% of 370,000 active;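 active = inhibition above the mean inhibition of all tested compounds plus 3 SD, set per campaign, cut at about 52% in these data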;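 also: 0% = DMSO treated cells and 100% = cells given Gossypol at 36 µM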
COUP-TFII inh: blocks human COUP-TFII nuclear receptor. P24468. HEK293T NGFI-A luciferase reporter, luminescence. inhibition, % at 8.6 µM. 0.7% of 370,000 active. AID 686940;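 active = inhibition above a per-plate cutoff, mean inhibition of test wells between control levels plus 3 SD, cut at about 38% in these data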;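 also: cells cotransfected with COUP-TFII expression vector driving the NGFI-A reporter; 0% = median of COUP-TF2 test wells and 100% = reporter-only cells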
TLR9-MyD88 inh: blocks human TLR9 binding to MyD88; Q9NR96+Q99836; CHO BLA complementation TLR9-MyD88, CCF4 FRET ratio; 0.21% of 340,000 active; inhibition, % at 4.98 µM;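 active = inhibition above the mean over all tested compounds plus 3 SD, cut at about 21% in these data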;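 also: 0% = DMSO only wells and 100% = clavulanate BLA inhibitor control wells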
Target sequence (Q99836 whole entry, looked up): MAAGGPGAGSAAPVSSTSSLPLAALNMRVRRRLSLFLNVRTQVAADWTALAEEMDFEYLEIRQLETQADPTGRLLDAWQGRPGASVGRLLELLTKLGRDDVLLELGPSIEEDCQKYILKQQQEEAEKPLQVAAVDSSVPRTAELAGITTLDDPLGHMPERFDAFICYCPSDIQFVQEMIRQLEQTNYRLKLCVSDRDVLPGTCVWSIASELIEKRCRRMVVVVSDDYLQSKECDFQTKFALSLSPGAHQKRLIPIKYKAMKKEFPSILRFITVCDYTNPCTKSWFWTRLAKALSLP
Target sequence (Q9NR96 whole entry, looked up): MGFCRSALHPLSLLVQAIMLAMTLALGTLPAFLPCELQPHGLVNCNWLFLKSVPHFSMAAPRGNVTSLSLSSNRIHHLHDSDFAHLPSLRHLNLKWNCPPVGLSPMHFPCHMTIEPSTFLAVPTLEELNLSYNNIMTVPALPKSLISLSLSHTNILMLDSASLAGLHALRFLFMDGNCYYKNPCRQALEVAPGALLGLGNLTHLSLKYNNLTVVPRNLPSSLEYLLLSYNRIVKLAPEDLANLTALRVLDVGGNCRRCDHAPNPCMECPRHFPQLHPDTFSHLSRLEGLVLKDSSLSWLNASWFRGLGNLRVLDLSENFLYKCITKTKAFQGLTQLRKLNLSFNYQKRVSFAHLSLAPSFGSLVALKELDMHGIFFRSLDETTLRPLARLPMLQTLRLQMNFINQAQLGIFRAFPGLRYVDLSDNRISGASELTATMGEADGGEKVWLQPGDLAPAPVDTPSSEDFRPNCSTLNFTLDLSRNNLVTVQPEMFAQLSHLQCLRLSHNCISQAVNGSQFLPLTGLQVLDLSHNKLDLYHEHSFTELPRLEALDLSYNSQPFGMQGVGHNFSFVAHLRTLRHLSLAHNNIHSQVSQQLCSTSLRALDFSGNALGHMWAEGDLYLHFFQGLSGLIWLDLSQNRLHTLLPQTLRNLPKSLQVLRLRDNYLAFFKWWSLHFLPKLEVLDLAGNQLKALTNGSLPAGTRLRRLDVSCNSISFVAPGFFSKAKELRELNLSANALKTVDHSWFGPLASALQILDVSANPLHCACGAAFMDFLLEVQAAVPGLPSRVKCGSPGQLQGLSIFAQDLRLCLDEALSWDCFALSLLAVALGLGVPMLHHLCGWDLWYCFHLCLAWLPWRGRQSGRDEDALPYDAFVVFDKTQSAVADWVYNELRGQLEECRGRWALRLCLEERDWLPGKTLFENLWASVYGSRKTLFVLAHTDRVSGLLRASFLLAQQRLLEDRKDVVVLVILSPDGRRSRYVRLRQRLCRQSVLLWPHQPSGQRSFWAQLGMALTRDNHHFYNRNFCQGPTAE
NCOA1 inh: inhibitors of human steroid receptor coactivator 1 (SRC1); Q15788; 0.12% of 360,000 active; AID 588354; inhibition, % at 3.6 µM; HEK293 GAL4-SRC1 luciferase reporter, luminescence;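 active = inhibition above the campaign mean plus 3 SD, with each screening campaign given its own cutoff, cut at about 60% in these data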;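 also: 0% = DMSO treated cells and 100% = gossypol at 36 µM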
NOD2-RIPK2 inh: NOD2-RIPK2 protein interaction inhibition | AID 624267 | O43353 | CHO BLA complementation NOD2-RIPK2, CCF4 ratio | 0.38% of 360,000 active | inhibition, % at 4.98 µM; in the data active = inhibition above about 21%;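 also: 0% = vehicle only and 100% = reference blocker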
TROY signal inh: blocks TROY-dependent signaling in reporter cells. AID 1347056. 0.98% of 360,000 active. inhibition, % at 10 µM. Q293 LMP1-TROYcd NF-kB luciferase reporter, 4 h;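 active = compounds whose plate-normalised and pattern-corrected inhibition of the luciferase reporter signal at the single screening dose is 50% or more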
SRC3 inh: inhibitors of human steroid receptor coactivator 3 (SRC3). Q9Y6Q9. HEK293 GAL4-SRC3 luciferase reporter, luminescence. inhibition, % at 3.6 µM. 0.17% of 360,000 active. AID 588352;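 active = inhibition above a per-campaign cutoff, the mean of all compounds plus 3 SD, cut at about 60% in these data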;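 also: 0% = DMSO-treated cells and 100% = gossypol-treated cells at 36 µM; higher means less SRC3-driven luciferase light from the GAL4 reporter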
EBV LMP1 NFkB: inhibitors of Epstein-Barr LMP1-induced NF-kappaB reporter; LMP1-induced NF-kappaB luciferase reporter cells, luminescence; inhibition, % at 12.5 µM; 0.69% of 350,000 active; in the data active = inhibition above about 41%;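 also: 0% = neutral control wells and 100% = reference inhibitor control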
TWEAK-Fn14 inh: inhibitors of TWEAK-Fn14 interaction signaling. AID 1159606. TWEAK-stimulated Fn14 reporter cells, luciferase luminescence, 8 h. 2% of 360,000 active. inhibition, % at 10 µM; in the data active = inhibition above about 50%
NR5A2 inv ag: inverse agonists of human LRH-1 (NR5A2); O00482; HEK293T StAR-luciferase reporter, LRH-1 transfected, 24 h; inhibition, % at 3.6 µM; 0.13% of 360,000 active;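 active = inhibition above the mean inhibition of all tested compounds plus 3 SD, cut at about 73% in these data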;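 also: 0% = DMSO wells and 100% = reporter-only cells lacking LRH-1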
C8 TRAIL sens: sensitizes caspase-8 expressing cells to TRAIL. 1% of 360,000 active. AID 624354. NB7+C8 cells + TRAIL, ATPlite viability luminescence. inhibition (viability loss, TRAIL sensitization), % at 10 µM;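 active = compounds causing at least 50% loss of cell viability in the single-dose screen, relative to plate controls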
Numbers without * were called inactive. Not all compounds are listed, so the mix of outcomes need not match the whole.

`Cc1nc(-c2ccccc2)sc1-c1nc(-c2cccnc2)ncc1S(=O)(=O)c1ccccc1` gave TLR9-MyD88 inh 1.1, NCOA1 inh 18.5, NOD2-RIPK2 inh -2.2, TROY signal inh -9.6, SRC3 inh 15.3, EBV LMP1 NFkB 9.0, TWEAK-Fn14 inh -81.8, NR5A2 inv ag 16.2 and C8 TRAIL sens -3.5.
`O=C1CC(c2ccccc2)C(=O)N1c1cccc(O)c1` (configuration not stated) gave NCOA2 inhibitor 0.8, COUP-TFII inh -9.3, TLR9-MyD88 inh -2.5, NCOA1 inh -9.1, NOD2-RIPK2 inh 4.7, TROY signal inh 6.3, SRC3 inh 20.4, EBV LMP1 NFkB -5.4, TWEAK-Fn14 inh 3.9, NR5A2 inv ag 7.4 and C8 TRAIL sens -4.4.
Screening Cc1ccc2nc(SCC(=O)NC3CCCc4ccccc43)[nH]c2c1 (configuration not stated) returned NCOA2 inhibitor 10.9, COUP-TFII inh 9.0, TLR9-MyD88 inh 12.0, NCOA1 inh -13.9, NOD2-RIPK2 inh -9.2, TROY signal inh 26.2, SRC3 inh 18.3, EBV LMP1 NFkB 4.2, TWEAK-Fn14 inh 30.7, NR5A2 inv ag -10.4 and C8 TRAIL sens 16.5.
Screening CC1CCN(CC(=O)Nc2nc(-c3ccccc3)cs2)CC1 returned NCOA2 inhibitor -1.1, COUP-TFII inh -12.2, TLR9-MyD88 inh 4.2, NCOA1 inh -32.1, NOD2-RIPK2 inh 1.5, TROY signal inh -16.3, SRC3 inh -39.0, EBV LMP1 NFkB -17.4, TWEAK-Fn14 inh 5.5, NR5A2 inv ag -19.8 and C8 TRAIL sens -0.9.
CCCCn1c(N)c(C(=S)NC(=O)CC(C)C)c(=O)n(C)c1=O was read as TLR9-MyD88 inh -1.8, NCOA1 inh -10.4, NOD2-RIPK2 inh 1.3, TROY signal inh -7.0, SRC3 inh 13.3, EBV LMP1 NFkB 15.1, TWEAK-Fn14 inh 5.8, NR5A2 inv ag 19.1 and C8 TRAIL sens -5.7.
Cc1cccc(C(=O)Nc2cccc(C(=O)N/N=C/c3ccncc3)c2)c1 was read as NCOA2 inhibitor 3.3, COUP-TFII inh -0.9, TLR9-MyD88 inh 0.4, NCOA1 inh -3.5, NOD2-RIPK2 inh 2.5, TROY signal inh -14.3, SRC3 inh -1.8, EBV LMP1 NFkB 2.7, TWEAK-Fn14 inh 5.0, NR5A2 inv ag -6.5 and C8 TRAIL sens 4.4.
`CC(Cc1ccccc1)NC(=O)CSc1nc2nc3c(cc2c(=O)n1-c1ccccc1)COC(C)(C)C3` (configuration not stated) gave NCOA2 inhibitor -4.2, COUP-TFII inh -2.6, TLR9-MyD88 inh -8.3, NCOA1 inh -5.0, NOD2-RIPK2 inh -11.9, TROY signal inh -8.0, SRC3 inh 0.9, EBV LMP1 NFkB 2.7, TWEAK-Fn14 inh -4.2, NR5A2 inv ag -5.5 and C8 TRAIL sens -12.5.
For CC(CN(C)C)CN1c2ccccc2Sc2ccccc21 (configuration not stated) the results were NCOA2 inhibitor 5.3, COUP-TFII inh 20.9, TLR9-MyD88 inh -4.5, NCOA1 inh -10.9, NOD2-RIPK2 inh -11.7, TROY signal inh -0.9, SRC3 inh 3.6, EBV LMP1 NFkB -4.1, TWEAK-Fn14 inh -7.2, NR5A2 inv ag 5.6 and C8 TRAIL sens -1.2.
Cc1cc(-c2sccc2Br)nc(-n2cccc2)n1 was read as NCOA2 inhibitor 8.1, COUP-TFII inh 5.4, TLR9-MyD88 inh -3.5, NCOA1 inh -16.6, NOD2-RIPK2 inh 1.5, TROY signal inh 8.2, SRC3 inh 0.9, EBV LMP1 NFkB -17.5, TWEAK-Fn14 inh 8.8, NR5A2 inv ag 2.2 and C8 TRAIL sens -8.4.
Screening Cc1cc(C(=O)COC(=O)c2ccc(NC(=O)CC#N)cc2)c(C)n1CC(F)(F)F returned NCOA2 inhibitor -43.7, COUP-TFII inh -18.8, TLR9-MyD88 inh 11.3, NCOA1 inh -63.5, NOD2-RIPK2 inh -4.5, TROY signal inh 12.7, SRC3 inh -53.4, EBV LMP1 NFkB -20.3, TWEAK-Fn14 inh -11.0, NR5A2 inv ag -51.1 and C8 TRAIL sens 0.9.
`Cc1nn(Cc2ccccc2)c(C)c1NC(=O)c1cc2nc(-c3ccco3)cc(C(F)(F)F)n2n1` gave NCOA2 inhibitor -13.9, COUP-TFII inh 3.0, TLR9-MyD88 inh -4.5, NCOA1 inh -3.9, NOD2-RIPK2 inh 3.3, TROY signal inh 6.7, SRC3 inh 8.8, EBV LMP1 NFkB 8.3, TWEAK-Fn14 inh -1.9, NR5A2 inv ag -30.7 and C8 TRAIL sens 6.6.
For O=C(CN1C(=O)NC2(CCCC2)C1=O)Nc1ccc(F)cc1 the results were NCOA2 inhibitor 19.5, COUP-TFII inh -16.9, TLR9-MyD88 inh -10.8, NCOA1 inh -14.3, NOD2-RIPK2 inh 3.1, TROY signal inh 8.4, SRC3 inh 3.2, EBV LMP1 NFkB 6.4, TWEAK-Fn14 inh 7.5, NR5A2 inv ag -17.1 and C8 TRAIL sens -4.8.
COc1ccccc1-c1noc2ncnc(Nc3cccc(C)c3)c12 was read as NCOA2 inhibitor -14.6, COUP-TFII inh 8.6, TLR9-MyD88 inh 2.4, NCOA1 inh 1.8, NOD2-RIPK2 inh 9.2, TROY signal inh -0.2, SRC3 inh 4.5, EBV LMP1 NFkB 0.5, TWEAK-Fn14 inh -2.2, NR5A2 inv ag 22.5 and C8 TRAIL sens -5.2.
Screening O=C(OCC(=O)C12CC3CC(CC(C3)C1)C2)c1ccc(O)cc1O returned NCOA2 inhibitor -9.4, COUP-TFII inh -13.2, TLR9-MyD88 inh 2.6, NCOA1 inh -15.6, NOD2-RIPK2 inh 2.6, TROY signal inh -10.0, SRC3 inh -6.3, EBV LMP1 NFkB -6.0, TWEAK-Fn14 inh -25.0, NR5A2 inv ag -38.9 and C8 TRAIL sens 3.3.
Screening Cc1cc(C)n(S(=O)(=O)c2cc(C(=O)O)c(Cl)cc2Cl)n1 returned NCOA2 inhibitor -37.2, COUP-TFII inh -0.3, TLR9-MyD88 inh -10.4, NCOA1 inh -11.1, NOD2-RIPK2 inh -5.0, TROY signal inh -0.5, SRC3 inh -18.6, EBV LMP1 NFkB 3.6, TWEAK-Fn14 inh -9.2, NR5A2 inv ag -6.5 and C8 TRAIL sens -22.8.
For COc1ccc(S(=O)(=O)N2CCC(C(=O)N[C@@H](C)C(=O)NCc3cccc(OC)c3)CC2)cc1 the results were NCOA2 inhibitor -16.5, COUP-TFII inh -9.6, TLR9-MyD88 inh -2.4, NCOA1 inh -11.9, NOD2-RIPK2 inh 5.7, TROY signal inh -12.9, SRC3 inh -5.5, EBV LMP1 NFkB -5.1, TWEAK-Fn14 inh 8.8, NR5A2 inv ag -7.3 and C8 TRAIL sens -0.6.
For COc1ccc(/C=C2\SC(=S)N(CCC(=O)Nc3cccc(C(=O)O)c3)C2=O)cc1 the results were NCOA2 inhibitor 4.8, COUP-TFII inh -5.5, TLR9-MyD88 inh -0.9, NCOA1 inh -19.7, NOD2-RIPK2 inh -3.4, TROY signal inh -44.1, SRC3 inh 2.4, EBV LMP1 NFkB 0.6, TWEAK-Fn14 inh -0.4, NR5A2 inv ag 17.7 and C8 TRAIL sens -0.5.
For Cc1cccc(N2CCN(S(=O)(=O)c3cnc[nH]3)CC2)c1C the results were NCOA2 inhibitor 4.8, COUP-TFII inh -11.9, TLR9-MyD88 inh 3.2, NCOA1 inh -7.8, NOD2-RIPK2 inh -12.7, TROY signal inh -2.3, SRC3 inh -1.0, EBV LMP1 NFkB 8.9, TWEAK-Fn14 inh -10.6, NR5A2 inv ag -9.1 and C8 TRAIL sens -11.8.
Screening COc1ccc(CCNS(=O)(=O)c2ccc(C3CNC(=O)C3)cc2)cc1OC (configuration not stated) returned NCOA2 inhibitor 2.7, COUP-TFII inh 10.3, TLR9-MyD88 inh 0.7, NCOA1 inh 10.0, NOD2-RIPK2 inh 3.0, TROY signal inh -7.2, SRC3 inh -5.7, EBV LMP1 NFkB -0.5, TWEAK-Fn14 inh -10.3, NR5A2 inv ag 10.3 and C8 TRAIL sens -21.4.
Screening O=C(CCSc1nc(-c2ccco2)cc(C(F)(F)F)n1)NCc1ccccn1 returned NCOA2 inhibitor -1.6, COUP-TFII inh 0.9, TLR9-MyD88 inh -21.3, NCOA1 inh 1.5, NOD2-RIPK2 inh -24.3, TROY signal inh -13.0, SRC3 inh 16.5, EBV LMP1 NFkB -1.0, TWEAK-Fn14 inh -10.5, NR5A2 inv ag -5.3 and C8 TRAIL sens -10.5.
CC1CCN(c2ccccc2NC(=O)c2cc([N+](=O)[O-])ccc2N2CCOCC2)CC1 was read as NCOA2 inhibitor 12.1, COUP-TFII inh -0.3, TLR9-MyD88 inh -6.9, NCOA1 inh -23.3, NOD2-RIPK2 inh -1.9, TROY signal inh 17.2, SRC3 inh 6.2, EBV LMP1 NFkB -5.0, TWEAK-Fn14 inh 9.6, NR5A2 inv ag -8.5 and C8 TRAIL sens 14.6.
`C=CCNc1ncnc2c1ncn2[C@H]1CN(Cc2ccc3c(c2)OCO3)C[C@@H](CO)O1` gave NCOA2 inhibitor 0.9, COUP-TFII inh 11.4, NCOA1 inh -11.6, NOD2-RIPK2 inh -3.9, TROY signal inh -9.3, SRC3 inh 10.3, TWEAK-Fn14 inh 14.0, NR5A2 inv ag 25.8 and C8 TRAIL sens -13.6.
Screening Cc1nnc(SCC(=O)Nc2ccc3c(c2)OCCO3)n1N returned NCOA2 inhibitor 6.3, COUP-TFII inh 11.5, TLR9-MyD88 inh 3.2, NCOA1 inh -11.5, NOD2-RIPK2 inh 1.8, TROY signal inh -2.9, SRC3 inh -8.9, EBV LMP1 NFkB -2.6, TWEAK-Fn14 inh 12.6, NR5A2 inv ag 5.9 and C8 TRAIL sens -5.3.
Cc1ccccc1C(C(=O)NC1CCCC1)N(C(=O)Cc1cccs1)c1ccc2c(c1)OCCO2 (configuration not stated) was read as NCOA2 inhibitor -11.9, COUP-TFII inh 0.3, TLR9-MyD88 inh -4.4, NCOA1 inh 2.6, NOD2-RIPK2 inh 4.3, TROY signal inh 6.3, SRC3 inh 6.7, EBV LMP1 NFkB 5.1, TWEAK-Fn14 inh 6.6, NR5A2 inv ag 2.6 and C8 TRAIL sens 3.2.
`O=C(CCCN=C1NS(=O)(=O)c2ccccc21)OCC(=O)c1ccccc1Cl` gave NCOA2 inhibitor 23.5, COUP-TFII inh 7.2, TLR9-MyD88 inh 7.9, NCOA1 inh -3.3, NOD2-RIPK2 inh -3.8, TROY signal inh -18.5, SRC3 inh 20.2, EBV LMP1 NFkB 1.9, TWEAK-Fn14 inh -15.1, NR5A2 inv ag 6.0 and C8 TRAIL sens -22.2.
